KCNQ2 block: KCNQ2 channel blockers in CHO-K1 cells – cell-based, FluxOR thallium flux, B-score, primary screen (AID 2156); O88943; 20 min; stronger effect = lower value; B-score at 10 µM; 310,000 compounds, 1.1% hits;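 active means fluorescence ratio B-score at most minus 3 library SDs, with starting brightness B-score within 2 library SDs, cut at about -5.5 in these data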
STK33 inh: blocks human STK33 kinase activity; Q9BYT3; purified STK33, MBP phosphorylation, ADP-Glo luminescence; inhibition, % at 10 µM; 320,000 compounds, 0.073% hits;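 active means inhibition at or above 25%, using the most active replicate where run in duplicate; inactive means inhibition below 25%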
Target sequence (Q9BYT3 whole entry, looked up): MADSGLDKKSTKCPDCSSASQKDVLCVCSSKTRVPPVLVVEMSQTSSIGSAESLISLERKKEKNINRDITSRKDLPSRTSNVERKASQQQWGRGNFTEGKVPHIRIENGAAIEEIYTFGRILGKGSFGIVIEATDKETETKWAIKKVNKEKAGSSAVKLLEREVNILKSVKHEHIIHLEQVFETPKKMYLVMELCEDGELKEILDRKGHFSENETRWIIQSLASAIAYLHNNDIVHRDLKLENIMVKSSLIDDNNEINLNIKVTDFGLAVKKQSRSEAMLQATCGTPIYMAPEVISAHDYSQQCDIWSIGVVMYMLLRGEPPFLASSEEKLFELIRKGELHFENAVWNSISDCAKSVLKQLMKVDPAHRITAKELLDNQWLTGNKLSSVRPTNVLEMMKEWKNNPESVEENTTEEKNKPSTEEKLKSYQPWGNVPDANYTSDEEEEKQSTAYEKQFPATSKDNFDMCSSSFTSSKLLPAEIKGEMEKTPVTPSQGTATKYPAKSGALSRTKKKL
OX1R antag: antagonists of human orexin 1 receptor (OX1R); OX1R-expressing cells, FRET antagonist read-out; inhibition, % at 6.6 µM; 330,000 compounds, 1.8% hits; AID 485270; in the data active means inhibition mostly above about 38%, no sharp cut-off; inactive means mostly below about 40%;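 further: 0% = agonist challenge alone and 100% = reference antagonist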
Target sequence (O43613 whole entry, looked up): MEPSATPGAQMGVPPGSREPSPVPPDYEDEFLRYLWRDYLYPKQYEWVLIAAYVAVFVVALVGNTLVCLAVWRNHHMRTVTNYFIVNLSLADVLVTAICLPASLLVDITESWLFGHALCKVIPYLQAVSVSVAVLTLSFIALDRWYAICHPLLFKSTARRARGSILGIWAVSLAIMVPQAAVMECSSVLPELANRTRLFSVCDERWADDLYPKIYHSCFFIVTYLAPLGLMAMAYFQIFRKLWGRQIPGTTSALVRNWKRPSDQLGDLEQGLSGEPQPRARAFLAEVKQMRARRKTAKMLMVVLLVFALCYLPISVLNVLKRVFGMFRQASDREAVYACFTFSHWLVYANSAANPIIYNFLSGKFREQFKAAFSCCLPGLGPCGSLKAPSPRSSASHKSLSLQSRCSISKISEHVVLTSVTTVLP
* marks the source's active call; other numbers are inactive results; i = inactive; . = no result given.

SMILES	KCNQ2 block	STK33 inh	OX1R antag
Cc1ccc(-c2csc3n[nH]c(=S)n23)cc1	i	0.6	9
OCc1ccnc2oc3ccccc3c12	i	2.8	3
Cn1ccs/c1=N\S(=O)(=O)c1ccc(F)cc1	i	-2.1	2
CS(=O)(=O)c1ccc2nc(NC(=O)C3CC(=O)N(c4ccc(F)cc4)C3)sc2c1 (stereo not given)	i	4.9	15
CCOC(=O)c1sc2nc(CC(=O)OC)nc(NCc3ccc(Cl)cc3)c2c1C	i	-0.4	4
COc1ccc(OC)c(NC(=O)COC(=O)C2CCC2)c1	.	4.3	-1
CC(C)c1c(C(=O)N/N=C/c2ccc(-c3ccccc3)cc2)nnn1-c1nonc1N	i	-0.6	-7
COc1ccc(N2CCN(CCNC(=O)c3ccc4c(c3)[nH]c(=S)n3c5ccccc5nc43)CC2)cc1	i	3.7	12
O=C(Cn1cnnn1)Nc1cccc([N+](=O)[O-])c1	i	-0.9	13
O=C(CN1C(=O)c2cccnc2Oc2ccc(Cl)cc21)N1CCCC1	i	0.8	34
CCc1cc2c(SCC(=O)N3CCCC3=O)ncnc2s1	.	0.2	-2
COc1ccc2oc(=O)c(C(=O)N3CCN(C(=O)c4ccccc4)CC3)cc2c1	i	-1.5	20
Cc1cc(C)nc(/N=C(/NC(=O)c2ccccc2)Nc2ccccc2)n1	i	-0.5	14
COc1ccc(NC(=O)CN(C)C(=O)CCNS(=O)(=O)c2ccc(Br)cc2)cc1	i	-1.7	5
Cc1ccc(Cl)cc1NS(=O)(=O)Cc1ccccc1	i	0.4	-2
COCCNC(=O)C(=O)NNS(=O)(=O)c1ccc2ccccc2c1	i	-1.5	12
CCN1CCN(CC(=O)Nc2c(OC)cccc2OC)CC1	i	-0.4	-1
COc1ccc(/C(N)=N/OC(=O)c2ccc(C)c([N+](=O)[O-])c2)cc1	i	0.7	3
COc1cc(OC)cc(C(=O)NCC(=O)Nc2ccc(C)c(Cl)c2)c1	i	0.4	-2
COc1cc(OC)c(C(=O)Nc2cccnc2)cc1OC	i	3.6	-3
COc1ccc(S(=O)(=O)N(CC(=O)N2CCN(c3ccccc3OC)CC2)c2ccccc2)cc1	.	-0.1	11
Brc1cccc(-c2nc(-c3ccncc3)no2)c1	i	-1.2	26
O=C(O)CCC(=O)N1N=C(c2ccccc2)CC1c1cccs1 (stereo not given)	i	-0.1	16
O=C(COC(=O)c1cc([N+](=O)[O-])ccc1NCCO)c1ccccc1	i	-0.1	32
CCCn1c(=N)n(CC(O)COc2ccc(C)cc2)c2ccccc21 (stereo not given)	i	0.4	4
(cont.)
SMILES	KCNQ2 block	STK33 inh	OX1R antag
COc1ccc(N(CC(=O)NCCSCc2ccco2)S(=O)(=O)c2ccc(C)cc2)cc1	i	-1.8	15
CC(C)C(=O)OC1CCS(=O)(=O)c2sccc21 (stereo not given)	i	-1.3	9
CCOc1cc(C(=O)NC(=S)Nc2nc(C)cc(C)n2)cc(OCC)c1OCC	i	-0.2	9
CC(=O)Nc1ccc(S(=O)(=O)NC(C(=O)O)C(C)O)cc1 (stereo not given)	i	-0.1	12
CC1CCN(C2(O)C(=O)Nc3ccc([N+](=O)[O-])cc32)CC1 (stereo not given)	i	-1.6	24
O=C(CCCCn1c(=O)c2ccccc2n(CC(=O)NC2CCCC2)c1=O)NCc1ccco1	i	0.3	18
CC(=O)NC(=S)Nc1ccc(NC(=O)COc2ccc(Cl)cc2)cc1	i	-1.3	4
CC(Oc1ccccc1F)C(=O)NNC(=O)CC(C)c1ccccc1 (stereo not given)	i	-0.9	31
O=c1cc(CN2CCN(c3ccccc3F)CC2)c2cc(O)c(-c3ccccc3)cc2o1	i	-1.0	7
Cc1cc(C)n(CCN(C)C(=O)CCc2nnc(-c3ccc4c(c3)OCO4)o2)n1	i	-1.9	10
Cc1ccc(C(=O)Nc2ncccc2C)cc1S(=O)(=O)N1CCOCC1	.	0.0	1
CCc1ccc(C(=O)NC(C(=O)NCC2CCCO2)C(C)C)cc1 (stereo not given)	i	-0.1	22
O=C(N=C1SC2CS(=O)(=O)CC2N1c1ccc(F)c(Cl)c1)C1CC1 (stereo not given)	i	-2.0	5
CCOC(=O)C1CCCN(C(=O)c2cc3c(-c4cccc(OC)c4)nn(C)c3s2)C1 (stereo not given)	i	0.0	24
CCOC(=O)Cc1nnc(NCc2ccccc2)c2ccccc12	i	1.0	-2
C=CCn1c(SCc2c(C(=O)OC)sc(N)c2C(=O)OC)nnc1-c1ccc(Cl)cc1	i	-0.3	45*
O=C1Nc2ccccc2N(O)N1c1ccc(S(=O)(=O)N2CCOCC2)cc1	i	-0.2	12
Cc1ccc(C(C(=O)NCC2CCCO2)N(C(=O)c2snc(C(N)=O)c2N)c2ccccc2F)o1 (stereo not given)	i	-1.2	14
CCOC(=O)C1CCN(Cc2ccc(O)c(OC)c2)CC1	i	1.6	10
CCOC(=O)CSc1nc2ccccc2c(=O)n1CC1CCCO1 (stereo not given)	i	0.2	15
Cc1ccc(-c2cc(C(=O)N/N=C/c3c[nH]c4ccccc34)n[nH]2)o1	i	5.5	23
CC(C)CN1C(=O)NC(NC(=O)c2cccnc2)(C(F)(F)F)C1=O (stereo not given)	.	-0.1	1
Cc1ccc(CSCC(=O)N(CCC(C)C)c2c(N)n(Cc3ccccc3)c(=O)[nH]c2=O)cc1	i	-0.5	33
c1ccc2oc(-c3ccc(Nc4nc(N5CCCC5)nc(N5CCOCC5)n4)cc3)nc2c1	i	4.9	17
O=C(c1cc2ccc([N+](=O)[O-])cc2oc1=O)N1CCOCC1	i	-0.5	57*

7 compounds out of the list, sorted by length of the SMILES, largest number first:
SMILES	KCNQ2 block	STK33 inh	OX1R antag
Cc1ccc(CSCC(=O)N(CCC(C)C)c2c(N)n(Cc3ccccc3)c(=O)[nH]c2=O)cc1	i	-0.5	33
c1ccc2oc(-c3ccc(Nc4nc(N5CCCC5)nc(N5CCOCC5)n4)cc3)nc2c1	i	4.9	17
COc1ccc(N(CC(=O)NCCSCc2ccco2)S(=O)(=O)c2ccc(C)cc2)cc1	i	-1.8	15
CCOc1cc(C(=O)NC(=S)Nc2nc(C)cc(C)n2)cc(OCC)c1OCC	i	-0.2	9
O=C1Nc2ccccc2N(O)N1c1ccc(S(=O)(=O)N2CCOCC2)cc1	i	-0.2	12
CC1CCN(C2(O)C(=O)Nc3ccc([N+](=O)[O-])cc32)CC1 (stereo not given)	i	-1.6	24
O=C(c1cc2ccc([N+](=O)[O-])cc2oc1=O)N1CCOCC1	i	-0.5	57*

New compounds follow
SMILES	KCNQ2 block	STK33 inh	OX1R antag
CCN(C(=O)Cn1c(=O)oc2ccccc21)c1c(N)n(Cc2ccccc2)c(=O)[nH]c1=O	.	-0.6	-12
O=C(NC(=S)Nc1ccc(F)cc1)C1CCCCC1	i	-2.1	16
O=C(CN1C(=O)c2ccccc2C1=O)N1CCN=C1c1ccccc1	i	-0.1	12
CCS(=O)(=O)NCCc1csc(-c2cccnc2)n1	i	-0.5	-1
CN1C(=O)C2(C(C#N)=C(N)N(c3cc(Cl)cc(Cl)c3)C3=C2C(=O)CC(C)(C)C3)c2ccccc21 (stereo not given)	i	-0.5	15
COC(=O)CNC(=O)C12CC3CC(C1)CC(c1ccc(C)cc1)(C3)C2	i	-1.2	17
COC(=O)c1sccc1NC(=O)C1CCCCC1C(=O)O (stereo not given)	i	-2.2	-2
CNC(=O)c1sc(-c2ccccc2)nc1C	i	1.9	27
CCC(C)[C@H](NC(=O)NCCC1=CCCCC1)C(=O)OC (stereo not given in full)	i	-1.2	9
O=[N+]([O-])c1ncccc1Oc1nc(-c2cccnc2)nc2ccccc12	i	-0.1	42
COc1ccc(N2C(=O)NC(NC(=O)C(C)(C)C)(C(F)(F)F)C2=O)cc1 (stereo not given)	i	-0.6	-5
NS(=O)(=O)c1ccc(NC(=O)c2ccc(S(=O)(=O)N3CCOCC3)o2)cc1	i	-1.0	6
CCOC(=O)C1=C(CN2CCN(C(=O)c3ccco3)CC2)NC(=O)NC1c1ccc(OC(C)C)cc1 (stereo not given)	i	1.2	8
CSc1ccccc1C(=O)Nc1nc2ccccc2[nH]1	i	-0.2	2
CC(Oc1ccc(Cl)cc1)c1ccnn1S(=O)(=O)c1ccccc1 (stereo not given)	i	-0.2	17
CCCCOc1c(Br)cc(/C=N/O)cc1OCC	i	0.2	17
CCC(=O)c1ccc(OCC(=O)O)c(OC)c1	i	-1.7	-3
O=C(NNC(=O)c1cc(-c2cccnc2)nc2ccccc12)Nc1ccc(Cl)cc1	-9.8*	0.0	32
CCN(CC)S(=O)(=O)c1ccc(F)cc1	i	0.0	9
OCCN(Cc1ccccc1)Cc1ccc(Cl)cc1Cl	i	0.1	11
CCCOc1ccc(C(=O)NNC(=O)CCNC(=O)c2ccccc2Cl)cc1OC	i	0.0	10
N#Cc1ccc(CN2CCN(C(=O)c3cc(C4CC4)nn3-c3ccccc3)CC2)cc1	.	12	-2
COc1cc(NC(=O)CN2CCN(c3ccccc3O)CC2)c(C)cc1[N+](=O)[O-]	i	0.8	3
Cc1c(/C=N/NC(=O)c2sc3ccccc3c2Cl)cnn1C	i	0.3	48*
COC(=O)C(C)(N)Cc1ccc(O)cc1 (stereo not given)	.	-0.5	11
Other records follow:
SMILES	KCNQ2 block	STK33 inh	OX1R antag
CCOC(=O)c1[nH]nc(-c2cc(CC)c(O)cc2O)c1-c1cscn1	i	-1.2	5
Fc1ccc(NC(=S)NCc2cccs2)cc1	i	.	15
COc1ccc(OCCNC(=O)Nc2cc(F)c(F)cc2Cl)cc1	i	0.0	9
COc1ccc2[nH]c(=O)c(-c3nnn(-c4ccccc4)n3)cc2c1	i	-0.8	50
O=C(c1ccc(Br)cc1)N1CCCC1	i	-1.7	4
COC(=O)CC(NC(=O)c1ccc(C)cc1)c1ccc2c(c1)OCO2 (stereo not given)	i	0.9	4
CCOC(=O)C(Cc1c[nH]c2ccccc12)NC(=O)CNC(C)=O (stereo not given)	i	-0.5	0
CC(C)CC(=O)Nc1ccc(Cc2ccncc2)cc1	i	-0.5	9
CCOC(=O)CC1C(C(=O)OCC)ON2OC(C(=O)OC)C(C(=O)OCC)C12 (stereo not given)	i	-1.9	1
COC(=O)[C@H](Cc1ccccc1)NC(=O)N(C)Cc1ccccc1	i	0.0	7
CCCCCC(=O)Nc1cc(S(=O)(=O)N2CCOCC2)ccc1N1CCCC1	i	-1.3	16
CCOc1cc(C2C(C#N)=C(N)Oc3n[nH]c(-c4ccncc4)c32)cc([N+](=O)[O-])c1O (stereo not given)	i	-0.8	4
CN(C)CCN1C(=O)C(O)=C(C(=O)c2cc3ccccc3o2)C1c1cccc(Br)c1 (stereo not given)	i	1.8	11
CCCC(=O)N(CCN1CCOCC1)c1nc2c(OC)ccc(OC)c2s1	i	0.2	50
CCCNC(=O)c1ccc(SC)cc1OC	i	-0.7	14
COc1ccc[nH]c1=O	i	0.9	5
O=C(COc1ccccc1)OCc1cc(-c2ccco2)on1	.	-0.1	1
CCc1ccc(NC(=O)CNCc2ccc(OC)c(OC)c2)cc1	i	-0.3	3
COc1cc(/C=N/N2CCN(c3ccccc3OC)CC2)ccc1OC(C)=O	i	-1.4	7
C=CCN(c1ccccc1OC)S(=O)(=O)c1cccc(C(=O)OCC(=O)c2c[nH]c3ccccc23)c1	i	-1.9	46
O=C(CCS(=O)(=O)c1ccccc1)Nc1nc2cc3c(cc2s1)OCO3	i	0.4	16
COc1cc2c(cc1OC)CN(C(=O)C(C)(C)C)CC2	i	-1.1	17
COc1ccc(C(=O)CSc2nnc(-c3cc(C)on3)o2)cc1	i	-1.1	5
O=C(Cn1[nH]c(=O)c2ccccc2c1=O)NNC(=O)c1ccccc1	i	0.4	-5
O=C(CCC(=O)N1CCOc2ccccc21)Nc1cc(F)ccc1F	i	0.3	10
Following part
SMILES	KCNQ2 block	STK33 inh	OX1R antag
CNC(=O)c1[nH]nc2c1CCc1ccccc1-2	i	2.8	10
CCN(CC)C(=O)c1cn(CCC#N)nc1-c1ccc2ccccc2c1	i	0.5	17
Cn1cc([C@@H]2C[C@H]3CN(C4CCCC4)C(=O)[C@]34CCCN24)c(-c2ccccc2)n1	i	-1.5	9
COc1cccc2c(=O)n(CC(=O)N3CCC(C)CC3)ccc12	i	-0.5	9
Cc1cc(F)ccc1S(=O)(=O)Nc1ccccc1C(=O)Nc1ccccc1N1CCOCC1	i	-0.5	46
CC(=O)c1ccc(NC(=O)Nc2sc(NS(=O)(=O)c3ccccc3)nc2C)cc1	i	-1.1	7
Cc1nc2nc(C)c(CCC(=O)NC3CCCCC3)c(C)n2n1	i	-0.7	2
COCCn1nnnc1C1(N(Cc2cc3cc(C)ccc3[nH]c2=O)CC2CCCO2)CCN(C)CC1 (stereo not given)	.	-1.2	14
Cc1cc(C)n(CCO)c(=O)n1	i	-1.3	13
CCc1nc(N)nc(N)c1-c1ccc(Cl)cc1	i	.	5
C(=N\Nc1nc(N2CCOCC2)nc(N2CCOCC2)n1)/c1cccnc1	i	0.1	4
O=C(Nc1ccccc1Cc1ccccc1)c1ccccc1F	i	0.2	7
O=c1[nH]c(C2CCN(S(=O)(=O)Cc3ccccc3)CC2)nc2c1nnn2Cc1ccccc1	i	0.5	19
NNc1nc2c(Cl)cccc2s1	i	0.6	31

Only KCNQ2 block and STK33 inh (4 entries from above):
compound	KCNQ2 block	STK33 inh
CCN(CC)C(=O)c1cn(CCC#N)nc1-c1ccc2ccccc2c1	i	0.5
Cn1cc([C@@H]2C[C@H]3CN(C4CCCC4)C(=O)[C@]34CCCN24)c(-c2ccccc2)n1	i	-1.5
COc1cccc2c(=O)n(CC(=O)N3CCC(C)CC3)ccc12	i	-0.5
Cc1cc(F)ccc1S(=O)(=O)Nc1ccccc1C(=O)Nc1ccccc1N1CCOCC1	i	-0.5
